tim10-1 inh: growth inhibitors of tim10-1 mutant yeast. 330,000 tested, 2.2% active. S. cerevisiae tim10-1 ts strain growth, BacTiter-Glo, 24 h. AID 463190. inhibition, % at 20 µM;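 active = inhibition of at least 40%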;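 note: mutant grown at 25 °C; 0% = DMSO wells with yeast and 100% = wells holding no yeast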
NALP3 yeast inh: inhibitors of NALP3 inflammasome in yeast; Yeast reconstituted NLRP3/ASC/caspase-1, beta-gal luminescence, 24 h; inhibition, % at 10 µM; 330,000 tested, 0.39% active; AID 2825;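 active = inhibition of 50% or more; inactive = inhibition below 50%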;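 note: plate controls were induced DMSO wells for no effect and uninduced yeast grown without galactose for full effect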
beta cell repl: MIN6 beta-cell proliferation induction | MIN6 cells proliferation, ATPlite luminescence, 48 h; cells starved in 0.2% serum; 100% = growth in 10% serum | proliferation, % at 10 µM | 330,000 tested, 0.29% active;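 active = compounds whose signal lies at least 3.5 SD above the mean of all wells on their plate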;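 note: 0% = DMSO-treated cells in low-serum medium and 100% = 10% serum control; some compounds called inactive have numbers as strong as hits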
TIM10 inh: growth inhibitors of TIM10 yeast strain | S. cerevisiae TIM10 strain growth, BacTiter-Glo luminescence, 24 h | inhibition, % at 10 µM | AID 463195 | 330,000 tested, 1.4% active;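 active = inhibition of 40% or more at the single tested concentration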;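 note: wild-type TIM10 isogenic control strain grown at permissive 25 °C; 0% = DMSO yeast wells and 100% = minimal medium wells without yeast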
NR3A LBD binder: modulates the human NR3A ligand-binding domain; 340,000 tested, 2.5% active; NR3A LBD differential scanning fluorimetry, Tm shift; 0% = protein alone, 100% = glycine-bound protein; Tm shift relative to glycine control, % at 25 µM;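 active = melting temperature shift of at least 10% of the positive control shift, at one fixed dose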
APJ antagonist: blocks the human apelin receptor APJ; P35414; 330,000 tested, 0.32% active; inhibition, % at 20 µM; CHO-K1 APJ beta-arrestin complementation, luminescence;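 active = inhibition above about 40% at 20 µM, limit read from the data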;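 note: cells challenged with 10 nM apelin-13 agonist together with compound; plate controls were apelin-13 plus DMSO wells for no effect and DMSO wells lacking apelin-13 for full effect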
Target sequence (P35414 whole entry, looked up): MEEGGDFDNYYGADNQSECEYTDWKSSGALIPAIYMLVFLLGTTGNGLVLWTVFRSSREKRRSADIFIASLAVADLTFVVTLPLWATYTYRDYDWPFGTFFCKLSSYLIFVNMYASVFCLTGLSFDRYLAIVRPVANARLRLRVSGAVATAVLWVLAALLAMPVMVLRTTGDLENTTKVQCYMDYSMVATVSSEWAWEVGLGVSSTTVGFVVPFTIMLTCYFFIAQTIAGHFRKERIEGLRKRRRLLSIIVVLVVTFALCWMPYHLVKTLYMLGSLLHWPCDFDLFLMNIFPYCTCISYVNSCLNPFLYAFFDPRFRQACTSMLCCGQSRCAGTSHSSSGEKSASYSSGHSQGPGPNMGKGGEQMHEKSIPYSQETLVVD
tim23-1 inh: tim23-1 yeast growth inhibition; S. cerevisiae tim23-1 growth, BacTiter-Glo luminescence, 24 h; inhibition, % at 20 µM; 330,000 tested, 1.3% active; AID 463212;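 active = growth inhibition of the mutant yeast at or above 50%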;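 note: temperature-sensitive mutant grown at 25 °C; plate controls were DMSO-treated mutant yeast for no effect and medium wells lacking yeast for full effect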
APJ ag: APJ receptor agonism; CHO-K1 APJ PathHunter beta-arrestin, luminescence; 0% DMSO wells, 100% apelin; P35414; activation, % at 20 µM; 330,000 tested, 0.11% active;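 active = activation more than six SD over the plate average, tested at 20 µM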;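 note: 0% = DMSO alone and 100% = apelin-13 at 10 nM; some results filed as inactive read as strong as hits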
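Test system: CHO-K1 APJ beta-arrestin complementation cell line | Compound: Single test compound dose, 20 µM final, 1% DMSO | Incubation: Compound 90 min 25 °C, reagent 1 h | Measured by: beta-gal luminescence | Read-out basis: APJ–arrestin association signal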
MPTP block: permeability transition pore inhibition; isolated mouse mitochondria, Ca2+ swelling absorbance, 30 min; inhibition, % at 10 µM; 360,000 tested, 1.4% active;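 active = inhibition of 50% or more, scaled per plate between neutral and stimulator controls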;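 note: 0% = DMSO wells given calcium and 100% = 1 mM EGTA wells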
* marks the source's active call; other numbers are inactive results; / = no result given.

Fields: NALP3 yeast inh	APJ ag	MPTP block	tim23-1 inh	beta cell repl	tim10-1 inh	NR3A LBD binder	TIM10 inh	APJ antagonist
1) COc1ccc(C)cc1NC(=O)CN1CCN(S(=O)(=O)c2ccc(Br)cc2)CC1
→ 29.6	-1.7	-0.6	-4.0	-0.9	-5.3	1.4	-21.3	0.7
2) NC(=O)NCc1ccccc1Cl
→ 4.4	0.1	-1.1	11.7	-0.5	13.8	0.3	-3.3	1.0
3) Cc1ccccc1CCNC(=O)c1ccc(Cl)c(S(=O)(=O)N2CC(C)OC(C)C2)c1 (stereo not given)
→ 9.6	-1.8	1.2	17.3	-6.4	20.6	-3.6	15.0	-6.5
4) O=C(CCc1nc(-c2ccccc2F)no1)NCCc1ccccc1Cl
→ 23.9	-3.0	-1.8	14.3	-1.9	12.2	-21.8	-12.3	-3.0
5) Cc1ccccc1/C=C\c1nc2ccccc2c(=O)[nH]1
→ 37.0	-1.8	-1.2	16.9	-4.0	21.3	-0.2	8.9	-0.8
6) CCOC(=O)c1[nH]c2ccccc2c1NC(=O)COC
→ 3.1	-1.7	0.3	9.8	-1.8	10.4	-2.2	4.4	-29.1
7) COc1cc(C2C(C#N)=C(N)Oc3c2c(-c2ccccc2)nn3-c2ccccc2)cc(OC)c1OC (stereo not given)
→ 1.7	-3.9	12.0	19.3	-4.5	23.0	-1.9	24.9	3.6
8) Cc1ccc(P(=O)(OCCN2CCOCC2)C(C)(C)C)o1 (stereo not given)
→ 4.8	-6.6	-2.1	0.0	-2.0	10.1	5.4	10.9	4.7
9) CC(C)C(c1nnnn1CCc1ccccc1)N1CCSCC1 (stereo not given)
→ 6.8	-1.8	-1.4	25.5	-0.4	15.2	-0.6	14.7	-9.9
10) Cc1ccc(S(=O)(=O)N(CCC(=O)Nc2ccc(OC(F)(F)F)cc2)c2ccccc2)cc1
→ 11.9	-2.0	38.8	31.8	-5.5	17.2	-3.9	21.2	13.6
11) COC(=O)[C@H](Cc1ccccc1)NC(=O)N1CCCCC1
→ 6.8	-5.5	0.4	4.4	-1.4	1.1	2.7	4.5	21.0
12) CC1Oc2ccccc2N(CC(=O)c2ccc(F)cc2)C1=O (stereo not given)
→ -9.1	-1.6	-0.3	18.6	-0.7	23.6	0.8	3.1	-28.2
13) Cc1ccc([N+](=O)[O-])c(OCCN2CCCCCC2)c1
→ 28.4	-2.5	0.5	-27.8	-3.2	-14.1	-2.2	-13.3	5.3
14) O=C(COc1ccccc1)NC1CCCN(Cc2ccccc2F)C1 (stereo not given)
→ 9.4	-2.8	-0.3	-7.1	-3.8	1.5	0.5	-4.5	14.5
15) Cc1c(C)c2ccc(OCC(=O)Nc3nccs3)cc2oc1=O
→ 11.6	-0.6	-0.5	7.5	-6.4	17.6	-3.0	4.4	20.0
16) Cc1ccc(C(=O)N2CC(=O)Nc3ccc(C)cc3C2c2ccccc2)cc1 (stereo not given)
→ 6.8	-0.5	0.6	27.3	0.2	27.9	0.6	11.9	-19.7
17) O=C1CN(C(=O)COc2ccc(Cl)cc2Cl)c2ccccc2N1
→ 16.1	-1.7	1.1	11.9	0.0	-3.4	-0.8	21.8	24.0
18) O=C(c1ccccc1)N1CCN(CC#Cc2ccccc2)CC1
→ -7.8	-1.6	0.9	12.0	-2.9	9.3	-1.3	6.0	-12.2
19) O=C(Nc1ccc(Br)cc1)C(c1ccccc1)c1ccccc1
→ 1.1	-4.6	5.3	5.7	2.2	6.0	-9.6	3.0	-2.0
20) CC(O)c1cccc(NC(=O)CCCc2ccccc2)c1 (stereo not given)
→ 14.9	-1.7	0.3	10.0	-0.4	0.1	1.4	-7.5	-0.8

Exported in transposed form: entries from further up.
[14] O=C(COc1ccccc1)NC1CCCN(Cc2ccccc2F)C1 (stereo not given)
[15] Cc1c(C)c2ccc(OCC(=O)Nc3nccs3)cc2oc1=O
[16] Cc1ccc(C(=O)N2CC(=O)Nc3ccc(C)cc3C2c2ccccc2)cc1 (stereo not given)
[17] O=C1CN(C(=O)COc2ccc(Cl)cc2Cl)c2ccccc2N1
[18] O=C(c1ccccc1)N1CCN(CC#Cc2ccccc2)CC1

screen / no.	14	15	16	17	18
NALP3 yeast inh	9.4	11.6	6.8	16.1	-7.8
APJ ag	-2.8	-0.6	-0.5	-1.7	-1.6
MPTP block	-0.3	-0.5	0.6	1.1	0.9
tim23-1 inh	-7.1	7.5	27.3	11.9	12.0
beta cell repl	-3.8	-6.4	0.2	0.0	-2.9
tim10-1 inh	1.5	17.6	27.9	-3.4	9.3
NR3A LBD binder	0.5	-3.0	0.6	-0.8	-1.3
TIM10 inh	-4.5	4.4	11.9	21.8	6.0
APJ antagonist	14.5	20.0	-19.7	24.0	-12.2

Next part.
Fields: NALP3 yeast inh	APJ ag	MPTP block	tim23-1 inh	beta cell repl	tim10-1 inh	NR3A LBD binder	TIM10 inh	APJ antagonist
21) O=C(CCCN1CCC(NC(=O)c2ccccc2)CC1)c1ccc(Cl)cc1
→ 18.2	-3.1	-0.2	-103.0	-1.5	-60.0	-1.1	-52.9	5.1
22) Cc1ccc(CC(=O)NCc2ccc(F)cc2)cc1
→ 13.2	-3.6	-0.8	-1.5	-1.6	9.9	-2.8	7.4	18.9
23) CC1(C)Cc2c(sc3c2C(=O)N(c2ccccc2)C2=NCCCN23)CO1
→ 14.2	-0.7	-1.6	6.5	-1.7	5.5	9.7	0.9	-7.5
24) Cc1ccc(NC(=S)NN(C)c2nc(C)cnc2C)cc1
→ -10.9	-2.1	-1.5	-12.6	-0.3	12.2	-9.3	0.5	8.0
25) CNc1nnc(CSc2nc(C)cc(C)n2)s1
→ 5.1	-0.7	-2.1	1.2	-1.3	-6.2	-1.5	-1.4	6.5
26) CCO[C@H]1OC(C(=O)NCc2nc3ccccc3[nH]2)=C[C@@H](c2ccc(C(F)(F)F)cc2)[C@@H]1CCCO
→ -1.0	-2.1	-0.4	4.4	-5.7	7.9	-8.6	-3.6	15.3
27) CCOc1cc(/C=N/Nc2nc(-c3cccs3)c(NC(C)=O)s2)ccc1O
→ -8.4	2.6	2.2	14.6	5.4	22.3	1.8	2.4	-9.3
28) Cc1ccc(Nc2ncc3c(n2)CC(C)CC3=O)c(C)c1 (stereo not given)
→ 27.1	-3.4	1.7	8.3	-0.7	9.0	1.0	-3.3	14.1
29) CCC(C)Sc1cccc(-c2nc3cnccn3c2NC2CCCCC2)c1 (stereo not given)
→ 8.6	0.1	2.0	50.0	-6.2	20.7	-12.2	19.4	8.3
30) COc1cc(C2SC(C)C(=O)N2CCc2ccccc2)cc(OC)c1OC (stereo not given)
→ -12.3	-3.7	0.9	-2.3	0.2	26.9	0.5	33.3	15.7
31) Cc1cccnc1NC(=O)C1CC(=O)N(c2ccc3c(c2)OCCO3)C1 (stereo not given)
→ 18.3	0.8	-1.7	-2.8	2.1	-15.7	-0.3	-8.9	0.1
32) O=C(NNC1=Nc2ccccc2SC1)c1cccc([N+](=O)[O-])c1
→ 18.2	4.3	12.2	9.7	-0.4	24.4	1.2	18.0	-10.4
33) O=C(Nc1ccccc1N1CCCC1)C1CCN(S(=O)(=O)c2ccccc2C(F)(F)F)CC1
→ 21.6	4.4	2.5	18.1	-6.9	-12.4	-2.5	-15.7	-32.9
34) C[C@H](NS(=O)(=O)c1ccccc1F)C(=O)OCC(=O)Nc1ccc2c(c1)OCCO2
→ 6.7	0.5	-0.9	7.6	0.0	-5.2	-1.0	5.2	9.2
35) Cc1ccc(NS(=O)(=O)c2ccc(-n3cccn3)cc2)cc1C
→ 18.8	-0.5	2.1	15.7	-0.6	33.1	-10.0	19.1	-19.8
36) COC(=O)c1c(NC(=O)CS(=O)(=O)c2ccccc2)sc(C)c1C
→ 17.9	2.1	0.5	31.3	-1.0	26.2	-0.3	22.0	10.2
37) COc1ccc(OC)c(CNC(=O)c2coc(=O)c3ccccc23)c1
→ 0.6	-2.4	-1.3	12.9	-3.5	28.8	3.7	-4.8	3.6
38) O=C(Cn1cc(C(F)(F)F)ccc1=O)NCC1CCCO1 (stereo not given)
→ 5.9	0.2	-1.3	5.6	-0.6	6.0	-0.2	0.8	4.8
39) O=C(Cc1ccccn1)c1ccc(F)cc1
→ -7.7	-6.1	-0.4	24.4	-0.8	38.0	-1.3	36.6	12.5
40) O=C(O)C1=C[C@@H](c2coc3ccccc3c2=O)C[C@@H](OCc2ccc(CO)cc2)O1
→ -11.2	10.6	0.0	2.6	-6.9	3.3	-0.8	-15.5	4.3
41) Cc1[nH]c(=S)[nH]c(=O)c1CCC1OCCO1
→ 6.9	0.2	0.4	9.8	-1.6	16.2	13.5*	-10.4	9.2
42) CC(=O)Nc1ccc(C(=O)N2CCc3cc4c(cc3C2C)OCCCO4)cc1 (stereo not given)
→ -8.9	-1.8	0.1	-3.8	1.3	-1.3	-0.5	-5.5	-21.4
43) CC1(c2ccc(Cl)cc2)NC(=O)N(CC(=O)N2CCN(S(=O)(=O)c3ccccc3)CC2)C1=O (stereo not given)
→ 24.0	-5.4	-2.9	2.7	-1.5	3.7	-2.1	24.2	1.6
44) O=C(CN(c1ccccc1)S(=O)(=O)c1ccccc1)NCCSc1nc2ccccc2s1
→ 6.8	-0.6	6.5	-12.1	-1.8	0.9	-1.9	-0.1	23.6
45) CCN(CC)S(=O)(=O)c1ccc(/C=C/C(=O)NC2CCCCC2)cc1
→ 6.5	-3.2	-0.5	31.8	0.0	44.0*	-4.0	20.2	22.1
46) C=CC[n+]1ccn(-c2nc3ccccc3nc2[N-]S(=O)(=O)c2cccs2)c1
→ -0.7	-1.2	3.4	-10.0	-3.9	1.0	-2.4	-2.8	5.0
47) COc1ccc2c(c1)C(=O)N1[C@H]3c4cc(C)ccc4OC[C@@H]3[C@H](c3ccccc3)[C@]1(C)C(=O)N2
→ 0.0	5.4	1.9	-10.1	-7.2	28.8	-1.9	-9.4	0.3
48) COC(=O)C1=C(CSCc2ccccc2)NC(=O)NC1c1cc(C)ccc1C (stereo not given)
→ 2.0	-3.4	-1.8	-12.3	-2.9	11.5	-4.2	-8.2	-2.9
49) CCOC(=O)C1=C(C)N=c2s/c(=C/c3ccc(OCC(=O)O)cc3)c(=O)n2C1c1ccc(SC)cc1 (stereo not given)
→ 22.6	-3.3	3.8	15.7	-3.3	12.9	/	16.7	17.5
50) COc1cc(NC(=O)CSc2nnc(-c3ccncc3)n2C2CCCCC2)ccc1NC(=O)c1ccco1
→ 5.5	-0.3	2.4	6.9	-2.2	15.5	-0.6	9.6	-2.9
51) CCCOc1ccc(-c2nc(C#N)c(N3CCc4ccccc4C3)o2)cc1
→ 15.0	-0.2	2.7	-9.0	-5.3	15.3	-2.5	-20.5	-18.5
52) CC1(C)CC(=O)c2cn3c(nc2C1)nc1ccccc13
→ 8.7	-1.2	-0.1	0.8	-3.0	16.1	1.7	0.9	6.6
53) CC(C)C(NC(=O)c1c(F)cccc1F)C(=O)N1CCN(c2ccccc2F)CC1 (stereo not given)
→ 10.1	-1.5	1.5	17.1	-1.8	21.2	-1.0	-1.2	1.8
54) COc1ccc(C(=O)Nc2ccc(C)cc2C(=O)c2ccccc2)cc1
→ 24.8	-3.9	-0.6	25.8	1.9	30.7	2.8	29.9	16.4
55) CC1=C(C(=O)Nc2ccccc2)C(c2ccc(C)o2)n2c(s/c(=C\c3ccco3)c2=O)=N1 (stereo not given)
→ 19.1	-1.1	-2.0	11.0	-3.7	31.7	-6.6	10.5	7.6
56) CCCCOC(=O)n1c(SCC(=O)N(CC)CC)nc2ccccc21
→ 36.1	0.3	-0.7	33.8	-2.6	26.3	-0.8	25.1	8.8
57) CC(=O)N/C(=C\c1ccccc1)C(=O)OCC(=O)NC(=O)c1ccccc1
→ 11.9	5.5	-0.2	-13.7	2.8	-9.7	-0.4	4.8	-35.2

Source: PubChem BioAssay
